High-throughput results deposited in PubChem BioAssay by National Center for Advancing Translational Sciences (NCATS).
ERG-DNA inh = inhibitors of human ERG Ets domain-DNA interaction. P11308. fluorescence polarization, His-ERG Ets domain / labelled DNA. actives 0.028% (n = 370,000). Potency, µM (titrated, usually from 76.9 µM), inactives show at the highest dose FP activity, negative = inhibition, actives largely listed as inhibitors. AID 624246; active = well fitted inhibition curve with a large enough effect in the polarisation, with a control signal flat; inconclusive = small, poorly fitted or top-dose-only effect, or effect the other way, or a change in a side signal; inactive = no such curve, though single readings can be large or run the other way; the % refers to the polarisation;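 also: polarization taken with two DNA probes labelled with fluorescein and Texas red; potency is read from the fitted curve at half-maximal effect; % of control where 0% means no effect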
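His-tagged ERG Ets domain (1 uM in the protein solution; 300mM KCl, 50mM Tris-HCl, 1mM EDTA, 1mM DTT, pH 7.5) received compound, then a probe mix of 5 nM fluorescein-DNA and 100nM Texas-615-DNA. Fluorescence polarization was read for both dyes.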
LDHA inh = LDHA (human) enzyme inhibition | P00338 | activity change, % (values are at about 110 or 230 µM) | purified LDHA, NADH/diaphorase-resazurin fluorescence; stronger effect = lower value | actives 0.15% (n = 480,000); in the data active = activity change below about -30%; inconclusive = mostly about -25% to -30%;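 also: plate controls were DMSO wells for no effect and wells without enzyme for full effect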
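Enzyme activity of human lactate dehydrogenase 5 (2 nM; 0.06 mM NADH, 0.2 mM pyruvate, 5 min, RT) is measured via a resazurin/diaphorase fluorescence readout of residual NADH.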
RGS4 inh = inhibitors of human regulator of G protein signaling 4. AID 504845. Transcreener GDP fluorescence polarization, RGS4-accelerated GTP hydrolysis. P49798. actives 0.039% (n = 390,000). Potency, µM (series often up to 114 µM), for inactives: at the top dose activity change, negative = inhibition, actives largely listed as inhibitors; also: potency is read from the fitted curve at half-maximal effect; % is scaled to controls: 0 for no effect and ±100 for the full control effect; nearly all actives have a fitted effect of over 75% in size; some results filed as inactive show a strong effect at the top dose
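MLSMR compounds (23 nl, pin-transferred) preincubated 10 min at room temperature with a 500nM (2x) first reagent, then RGS4 at 900nM (2x) plus Transcreener GDP mix added; fluorescence polarization (620/688 nm) read before and after 90 min at 30 °C.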
Pol beta inh = DNA polymerase beta (human) inhibition; P06746; Pol beta primer extension/strand displacement, fluorescence kinetic; Potency, µM (titrated, usually from 114 µM), for inactives: at the top dose activity change, negative = inhibition, usual class: inhibitors; actives 1.3% (n = 340,000); also: potency is read from the fitted curve at half-maximal effect; % is scaled to controls: 0 for no effect and ±100 for the full control effect
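Pol beta (10 nM) and compounds were preincubated 15 min at room temperature, then 50 nM substrate (final) started primer extension/strand displacement. Reads were taken at 0 and 10 min; concentration-response data were fitted to a four-parameter Hill equation.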
POLH inh = inhibitors of human DNA polymerase eta | recombinant Pol eta, fluorescent DNA replication assay | AID 588591 | actives 1.2% (n = 390,000) | Potency, µM (titrated, usually from 114 µM), for inactives: at the top dose activity change, negative = inhibition, most hits filed as inhibitors | Q9Y253; also: potency is read from the fitted curve at half-maximal effect; % is scaled to controls: 0 for no effect and ±100 for the full control effect
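Pol eta (10 nM) was preincubated with compounds for 15 min at room temperature, after which fluorescent replication substrate (50 nM final) was added to start the reaction. Fluorescence was read kinetically at 0 and 10 min.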
APE1 inh = APE1 (human) endonuclease inhibition; P27695; recombinant APE1, TAMRA/BHQ-2 abasic DNA cleavage fluorescence; Potency, µM (doses to about 65.8 µM), for the others: at the highest dose activity change, negative = inhibition, usual class: inhibitors; actives 0.35% (n = 350,000);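 also: potency is read from the fitted curve at half-maximal effect; plate controls were vehicle for no effect and reference inhibitor for full effect; nearly all actives have a fitted effect of over 55% in size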
Target sequence (P27695 whole entry, looked up): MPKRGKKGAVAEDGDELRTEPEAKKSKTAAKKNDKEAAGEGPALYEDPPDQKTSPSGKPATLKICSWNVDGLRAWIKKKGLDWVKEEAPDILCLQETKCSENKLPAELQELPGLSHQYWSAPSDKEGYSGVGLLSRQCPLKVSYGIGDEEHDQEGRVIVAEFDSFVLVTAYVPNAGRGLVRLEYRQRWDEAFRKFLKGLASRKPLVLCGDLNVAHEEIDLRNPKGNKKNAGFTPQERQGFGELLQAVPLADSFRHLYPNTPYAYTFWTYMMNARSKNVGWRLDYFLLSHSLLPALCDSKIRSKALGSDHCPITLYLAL
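Readout is kinetic fluorescence (ex 525, em 598 nm) from cleavage of 50 nM TAMRA/BHQ-2 THF abasic duplex by 0.75 nM APE1, compound added 15 min beforehand at RT.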
Anesthetic bind = candidate novel general anesthetic via apoferritin binding; Potency, µM (highest dose often 77.5 µM), inactives show at the top dose activity change, negative = displacement, actives largely listed as inhibitors; apoferritin/1-aminoanthracene competitive binding, fluorescence; P02791; AID 485281; actives 0.074% (n = 350,000); also: potency is read from the fitted curve at half-maximal effect; % is scaled to controls: 0 for no effect and ±100 for the full control effect; nearly all actives have a fitted effect of over 20% in size
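Horse-spleen apoferritin (10 uM) in 50% saturated 1-aminoanthracene in PBS was incubated 10 min at room temperature with compound. Fluorescence (ex 380, em 535 nm) was normalized to free and bound 1-AMA, with concentration-response fitted by a four-parameter Hill equation.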
Pol kappa inh = inhibitors of human DNA polymerase kappa. actives 0.53% (n = 400,000). purified Pol kappa, fluorescent DNA synthesis assay, 10 min. Q9UBT6. Potency, µM (top dose mostly 107 µM), inactives show top-dose activity, negative = inhibition, actives largely listed as inhibitors; also: potency is read from the fitted curve at half-maximal effect; % is scaled to controls: 0 for no effect and ±100 for the full control effect
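50 nM final substrate added after 15 min RT preincubation of 10 nM Pol kappa with compound; fluorescence read at 0 and 10 min.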
ALOX12 inh = inhibitors of human 12S-lipoxygenase ALOX12 | P18054 | purified 12hLO, xylenol orange hydroperoxide absorbance | Potency, µM (series often up to 108 µM), for the others: at the highest dose activity change, negative = inhibition, most hits filed as inhibitors | actives 1.1% (n = 580,000); also: potency is read from the fitted curve at half-maximal effect; % is scaled to controls: 0 for no effect and ±100 for the full control effect
Target sequence (P18054 whole entry, looked up): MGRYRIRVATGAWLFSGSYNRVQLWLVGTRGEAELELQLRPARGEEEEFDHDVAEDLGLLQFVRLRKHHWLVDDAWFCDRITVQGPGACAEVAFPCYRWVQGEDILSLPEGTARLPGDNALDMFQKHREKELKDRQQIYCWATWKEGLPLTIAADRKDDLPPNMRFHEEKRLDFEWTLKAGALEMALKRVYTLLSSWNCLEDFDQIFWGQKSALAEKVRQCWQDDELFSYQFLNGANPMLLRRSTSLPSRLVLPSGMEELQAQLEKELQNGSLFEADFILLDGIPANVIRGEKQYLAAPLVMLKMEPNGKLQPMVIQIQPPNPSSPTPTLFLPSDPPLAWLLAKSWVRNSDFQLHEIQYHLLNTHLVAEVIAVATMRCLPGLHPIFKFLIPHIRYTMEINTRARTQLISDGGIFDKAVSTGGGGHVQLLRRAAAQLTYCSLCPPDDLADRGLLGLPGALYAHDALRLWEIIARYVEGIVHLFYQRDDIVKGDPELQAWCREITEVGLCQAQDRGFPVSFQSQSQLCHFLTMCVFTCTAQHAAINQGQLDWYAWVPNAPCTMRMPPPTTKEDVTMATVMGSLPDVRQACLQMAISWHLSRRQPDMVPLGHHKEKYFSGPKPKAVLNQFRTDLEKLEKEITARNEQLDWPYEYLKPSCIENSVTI
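Hydroperoxide product was detected by ferrous iron/xylenol orange as the 573 to 405 nm absorbance ratio. Arachidonic acid at 40 uM (final) was turned over for 30 min at room temperature by 150 nM human 12hLO, pH 7.0 Hepes buffer, after 15 min compound preincubation.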
The depositor's hits bear a star; ? = inconclusive; nt = not tested or not shown; & = joins results of further samples; [ ] = another dose, or the depositor's remark. Unless noted, calls follow the shape of the dose curve; as a rule, active = well fitted curve in the direction sought with a large enough effect; inconclusive = small, poorly fitted or top-dose-only effect, or another doubt; inactive = no such curve, though single readings can be large; an effect the other way counts as inactive or inconclusive. Not all compounds are listed, so the mix of outcomes need not match the whole.

SMILES	ERG-DNA inh	LDHA inh	RGS4 inh	Pol beta inh	POLH inh	APE1 inh	Anesthetic bind	Pol kappa inh	ALOX12 inh
Cc1ccc2[nH]c(=O)c(CN(Cc3ccco3)S(=O)(=O)c3c(C)ccc4nsnc34)cc2c1	nt	-1	-35%	-18%	-13%	-1%	-14%	1%	-12%
Cc1cccc(NC(=O)CSc2nc(-c3cccc(C)c3)nc3c2Cc2c(CO)cnc(C)c2O3)c1	2%	5	6%	-1%	-10%	nt	?	3%	-10%
Cc1ccc(/C=C/C(=O)c2ccc(N3CCOCC3)cc2)s1	4%	1	3%	1%	-13%	-5%	?	-4%	-20%
Cn1nc(C(=O)NNC(=O)C2CSC3(C)CCC(=O)N23)c2ccccc2c1=O (centres undefined)	5%	-6	-28%	nt	-22%	28%	nt	-11%	9%
CC(C)c1ccc2[nH]c3nc(SCC(=O)N4CCOCC4)nnc3c2c1	-5%	-6	-4%	?	-12%	-2%	-10%	-2%	-14%
CCn1nc(C)c(CN2CCCC(CO)(Cc3cccc(Cl)c3)C2)c1C (centres undefined)	-7%	-7	-10%	2%	-11%	5%	-8%	-4%	14%
COCCNC(=O)CCCn1c(=O)c2ccccc2n(Cc2cccc([N+](=O)[O-])c2)c1=O	-4%	0	-2%[11.4 µM]	0%	?	1%	-3%	-3%	11%
Cc1cc(C)n2nc(SCCOc3ccccc3)nc2n1	8%	-6	-8%	6%	-12%	13%	-21%	5%	-3%
CC(C)Cc1nc(Nc2ccccc2C#N)c2nnn(Cc3ccccc3)c2n1	10%	2	4%	4%	-15%	-15%	?	-3%	0%
CC(C)(C)NC(=O)NC(=O)COC(=O)c1cc(=O)[nH]c2ccccc12	5%	-1	7%	26%	11%	11%	3%	-9%	0%
CC(C)Nc1nc(NNc2nc(Cl)nc(NC(C)(C)C)n2)nc(NC(C)C)n1	5%	-17	1%	7%	-2%	4%	-6%	-7%	178%[activator]
Cc1ccc(CNC(=O)CCc2c(C)nc3c4c(C)cc(C)nc4nn3c2C)cc1	0%	1	-9%	16%	-5%	nt	377%[activator]	-14%	-7%
Cc1c(Cl)cccc1NC(=O)Nc1ccc2snnc2c1	-1%	1	-3%	-29%	-16%	nt	-24%	-7%	0%
Cc1c2cnn(-c3ccccc3)c(=O)c2c(C)n1CCCC(=O)N1CCN(C)CC1	-11%	4	-29%	41%	-9%	15%	-8%	-1%	16%
CN(C)c1ccc(/C=C/C(=O)c2ccc3c(c2)OCO3)cc1	80%[activator]	3	30%	nt	-14%	-24%	nt	0%	?

Sorted by length of the SMILES (smallest number first): 9 of the compounds above
SMILES	ERG-DNA inh	LDHA inh	RGS4 inh	Pol beta inh	POLH inh	APE1 inh	Anesthetic bind	Pol kappa inh	ALOX12 inh
Cc1c(Cl)cccc1NC(=O)Nc1ccc2snnc2c1	-1%	1	-3%	-29%	-16%	nt	-24%	-7%	0%
Cc1ccc(/C=C/C(=O)c2ccc(N3CCOCC3)cc2)s1	4%	1	3%	1%	-13%	-5%	?	-4%	-20%
CC(C)Cc1nc(Nc2ccccc2C#N)c2nnn(Cc3ccccc3)c2n1	10%	2	4%	4%	-15%	-15%	?	-3%	0%
CC(C)(C)NC(=O)NC(=O)COC(=O)c1cc(=O)[nH]c2ccccc12	5%	-1	7%	26%	11%	11%	3%	-9%	0%
Cc1ccc(CNC(=O)CCc2c(C)nc3c4c(C)cc(C)nc4nn3c2C)cc1	0%	1	-9%	16%	-5%	nt	377%[activator]	-14%	-7%
Cn1nc(C(=O)NNC(=O)C2CSC3(C)CCC(=O)N23)c2ccccc2c1=O (centres undefined)	5%	-6	-28%	nt	-22%	28%	nt	-11%	9%
Cc1c2cnn(-c3ccccc3)c(=O)c2c(C)n1CCCC(=O)N1CCN(C)CC1	-11%	4	-29%	41%	-9%	15%	-8%	-1%	16%
COCCNC(=O)CCCn1c(=O)c2ccccc2n(Cc2cccc([N+](=O)[O-])c2)c1=O	-4%	0	-2%[11.4 µM]	0%	?	1%	-3%	-3%	11%
Cc1ccc2[nH]c(=O)c(CN(Cc3ccco3)S(=O)(=O)c3c(C)ccc4nsnc34)cc2c1	nt	-1	-35%	-18%	-13%	-1%	-14%	1%	-12%

Other records follow:
SMILES	ERG-DNA inh	LDHA inh	RGS4 inh	Pol beta inh	POLH inh	APE1 inh	Anesthetic bind	Pol kappa inh	ALOX12 inh
CCC1CN(C(=O)NCc2ccc(F)cc2)c2ccccc2O1 (centres undefined)	11%&0%	-4&-2	15%&4%	16%&-2%	-16%&-18%	9%	-5%&-4%	3%&-14%	2%&-10%
O=S(=O)(Nc1nc2ccccc2s1)c1ccc(Cl)nc1	0%	-3	1%	0%	-20%	16%	-13%	0%	-18%
Cc1ccc(S(=O)(=O)N2CCCC2)cc1C(=O)NCCN1CCOCC1	-11%	1	-20%	7%	-21%	14%	-14%	-2%	-4%
O=C(c1cc2cc(F)ccc2[nH]1)N(Cc1cccnc1)CC1CCCN(C2CCCCC2)C1 (centres undefined)	-9%	-2	-6%	-1%	5%	24%	3%	6%	26%
CCC(CC)=NNc1ccc([N+](=O)[O-])cc1[N+](=O)[O-]	3%	-5	3%	70%	0%	21%	-8%	-14%	-12%
COc1cc(Cl)cc(NC(=O)CCN2CCN(C)CC2)c1	-1%	9	-2%	-2%	-19%	13%	-9%	-7%	-43%
CCCCn1c(SCC(=O)Nc2ccc(C)c(S(=O)(=O)N3CCOCC3)c2)nnc1C(CC)N(C)C (centres undefined)	-3%	-9	?	nt	-5%	-5%	nt	-4%	2%
Clc1ccccc1/C=C/c1nc(-c2cccnc2)no1	3%	-2	-8%	27%	-5%	12%	-9%	13%	2%
CN(Cc1ccccc1)S(=O)(=O)c1cc2c3c(c1)CCN3C(=O)CC2	1%	-4	10%	nt	1%	4%	nt	-3%	?
Cc1ccc(-n2ncc(C(=O)NCCN3CCN(C)CC3)c2C2CCN(C(=O)OC(C)(C)C)CC2)c(C)c1	0%	-6	17%	9%	-3%	nt	-14%	1%	?
Cc1ccc(NC(=O)c2nc(S(C)(=O)=O)ncc2N(Cc2ccc(C(C)(C)C)cc2)Cc2ccco2)cc1C	-5%	-4	-31%	19%	-4%	nt	-18%	-1%	2%
CN1CCN(S(=O)(=O)c2ccc3c4c(cccc24)C(=O)N3)CC1	-3%	1	17%	-1%	4%	-3%	610%[activator]	2%	20%
c1ccc2c(c1)NC(CN1CCOCC1)CO2 (centres undefined)	-5%	-4	-25%	0%	-7%	3%	-8%	-7%	7%
CCCOc1ccc(NC(=O)C2CC(=O)N/C(=N/N=C(C)/C=C/c3ccc(N(C)C)cc3)S2)cc1 (centres undefined)	nt	3	?	4%	-16%	-5%	9%	-6%	7%
CC(=O)N1CCN(C(=O)COC(=O)COc2ccc(C#N)cc2)CC1	-1%	-5	15%	nt	-19%	-10%	nt	5%	-22%
C=CCC(C(=O)OC)(C(=O)OC)c1ccc(C(F)(F)F)cc1[N+](=O)[O-]	-4%	3	-29%	4%	-30%	9%	-14%	-6%	1%
Cc1ccc(SCCCCN2CCOCC2)cc1	12%	0	-34%	?	-10%	-6%	-8%	4%	0%
Cc1cc(C(=O)Nc2nccs2)c2cc(F)ccc2n1	-1%	-1	-1%	-6%	6%	-1%	-7%	-13%	6%
CCN(CC)C(=S)NC(=O)c1cc(OC)c(OC)c(OC)c1	-1%	-10	-8%	7%	-1%	19%	-4%	-6%	13%
CC1=NN(C(N)=S)C(=O)C1N=Nc1ccc([N+](=O)[O-])cc1 (centres undefined)	2%	3	-2%	-11%	-20%	-15%	3%	-4%	nt
COc1ccc(CNC(=O)[C@@H](NC(=O)C2CCN(C(=O)[C@@H]3CCCN3C(=O)OC(C)(C)C)CC2)C(C)C)cc1	0%	1	2%	24%	-7%	38%	-6%	6%	33%[activator]
COc1ccccc1NC(=O)NNC(=O)c1ccc2ccccc2c1O	12%	7	-22%	6%	-13%	35%	-1%	-5%	0%
CCCn1cnc2cc(NCc3ccccc3O)ccc21	0%	3	-21%	37%	-18%	4%	0%	-8%	21%
COc1cc(NS(=O)(=O)c2ccc(NC(=O)c3ccc(S(=O)(=O)N4CCCCC4)cc3)cc2)ncn1	-1%	-13	4%	-18%	-5%	0%	0%	-3%	-5%
CCOC(=O)[C@@H]1[C@H]2COc3ccccc3[C@@H]2N2C(=O)N(c3ccc(F)cc3)C(=O)[C@]12C	-3%	-2	12%	nt	-15%	nt	nt	-9%	6%
